DAX1 inh-1 – DAX1 (NR0B1) inhibitors, primary screen, cell-based, HEK293, Gal4-DAX1, luciferase luminescence. Nuclear receptor subfamily 0 group B member 1 (Homo sapiens), P51843. HEK293 Gal4-DAX1 luciferase reporter. inhibition, % at 6.75 µM. 0.99% of 340,000 active. AID 504766, 2011;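 active = inhibition above the mean over all tested compounds plus 3 SD, cut at about 4.2% in these data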;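 note: 0% = DAX1-transfected cells with DMSO and 100% = empty-vector control cells with DMSO; inhibition shows as a rise in luminescence from relieved DAX1 repression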
Target sequence (P51843 207-470 limits assumed): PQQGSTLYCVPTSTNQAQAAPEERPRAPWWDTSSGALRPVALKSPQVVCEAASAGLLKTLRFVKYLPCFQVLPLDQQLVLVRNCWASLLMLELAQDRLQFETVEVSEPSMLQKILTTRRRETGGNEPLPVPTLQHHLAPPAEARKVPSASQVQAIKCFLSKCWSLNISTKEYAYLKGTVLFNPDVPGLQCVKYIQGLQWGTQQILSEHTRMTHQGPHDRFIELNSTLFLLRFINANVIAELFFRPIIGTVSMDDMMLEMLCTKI
SMARCA2 activ – SMARCA2 (BRM) function activators, primary screen, cell-based, luminescence, high throughput; MG213 cells, MMTV-luciferase reporter, dexamethasone, overnight; activation, % at 9.1 µM; 1% of 370,000 active; AID 652017, 2013; in the data active = activation above about 7.8%;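 note: 0% = vehicle wells and 100% = reference activator wells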
PLC-beta3 inh – human PLC-beta3 inhibitors, primary screen, biochemical, fluorescence | Purified PLC-beta3, fluorogenic substrate | inhibition, % at 12.2 µM | 1-phosphatidylinositol 4,5-bisphosphate phosphodiesterase beta-3 (Homo sapiens), Q01970 | 0.18% of 370,000 active | AID 720704, 2013; in the data active = inhibition above about 11%;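 note: 0% = median of compound wells on plate and 100% = full blocker control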
hgDAF-12 ag – H. glycines DAF-12 receptor agonists, primary screen, cell-based, luminescence, HEK293, GAL4 fusion, UAS-luciferase | Nuclear hormone receptor DAF-12 (Heterodera glycines), GAL4 fusion | HEK293 GAL4-hgDAF12 UAS-luciferase reporter, agonist luminescence; normalized to butyrate control | activation, % at 6.8 µM | 1.8% of 370,000 active;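 active = activation above a cutoff set at the mean of all screened compounds plus 3 SD, cut at about 10% in these data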;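 note: 0% = DMSO wells and 100% = sodium butyrate wells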
hcDAF-12 act – H. contortus DAF-12 nuclear receptor activators, primary screen, cell-based, luminescence, HEK293, lit1-tk-luc reporter; HEK293 hcDAF-12 lit1-tk-luc reporter; 0% DMSO, 100% Δ7-dafachronic acid; activation, % at 6.8 µM; 1.4% of 370,000 active; AID 652067, 2013;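 active = activation above the mean of all tested compounds plus 3 SD, cut at about 5.5% in these data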;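 note: 100% = response to 3 µM Δ7-dafachronic acid high control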
MBD2 inh – inhibitors of MBD2 binding to methylated DNA, primary screen, biochemical, TR-FRET, DNA-binding domain, human; inhibition, % at 4.4 µM; MBD2 binding to methylated oligonucleotide; 0.31% of 370,000 active; in the data active = inhibition above about 13%
DAX1 inh-2 – DAX1 (NR0B1) inhibitors on StAR promoter, primary screen, cell-based, luminescence, SF-1 (NR5A1), full-length DAX-1; HEK293T StAR-luciferase reporter, SF-1/DAX-1 repression relief; inhibition, % at 6.8 µM; 1.1% of 370,000 active; AID 652010, 2013;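 active = inhibition above the mean over all tested compounds plus 3 SD, cut at about 3.6% in these data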;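 note: 0% = DAX-1 cells with DMSO and 100% = cells lacking DAX-1 with DMSO; higher inhibition means more luminescence from relief of DAX-1 repression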
Rev-erbA mod – modulators of Rev-erb alpha DNA binding, primary screen, biochemical, FITC-DNA, fluorescence polarization, uHTS. Rev-erbα–FITC-DNA binding, 90 min. activity, % at 10 µM. 0.79% of 370,000 active;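 active = activity above about 14%, limit read from the data; passing the limit was not always enough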;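 note: 0% = DMSO wells with 35 nM protein and 100% = DMSO wells with 750 nM protein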
Target sequence (P20393 whole entry, looked up): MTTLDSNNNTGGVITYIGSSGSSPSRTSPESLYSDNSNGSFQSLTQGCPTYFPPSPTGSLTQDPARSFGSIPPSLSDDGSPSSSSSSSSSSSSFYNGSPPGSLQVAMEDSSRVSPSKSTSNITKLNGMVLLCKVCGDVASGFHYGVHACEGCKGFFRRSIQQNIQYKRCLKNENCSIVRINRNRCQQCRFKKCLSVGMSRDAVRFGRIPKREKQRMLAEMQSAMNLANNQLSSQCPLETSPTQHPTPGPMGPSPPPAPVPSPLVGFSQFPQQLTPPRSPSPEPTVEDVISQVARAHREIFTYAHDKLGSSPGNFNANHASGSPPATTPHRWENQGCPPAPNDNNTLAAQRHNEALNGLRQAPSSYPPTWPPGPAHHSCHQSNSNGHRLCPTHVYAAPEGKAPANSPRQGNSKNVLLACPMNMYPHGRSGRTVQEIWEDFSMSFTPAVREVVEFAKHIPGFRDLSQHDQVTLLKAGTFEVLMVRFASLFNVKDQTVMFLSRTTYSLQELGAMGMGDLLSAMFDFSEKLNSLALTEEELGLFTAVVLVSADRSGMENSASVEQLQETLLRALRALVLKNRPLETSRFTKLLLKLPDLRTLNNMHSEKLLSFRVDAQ
ADAM17 inh – ADAM17 inhibitors, primary screen, biochemical, QFRET; Disintegrin and metalloproteinase domain-containing protein 17 (Homo sapiens), P78536; 0.83% of 370,000 active; inhibition, % at 6.95 µM; recombinant ADAM17, EDANS/DABCYL FRET peptide cleavage;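 active = inhibition above the mean of compounds lying between control limits plus 3 SD, set per campaign, cut at about 8.5% in these data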;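 note: 0% = DMSO-only wells as the low control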
PLC-gamma1 inh – PLC-gamma1 enzyme inhibitors, primary screen, biochemical, fluorescence, purified enzyme. fluorogenic substrate. 0.84% of 370,000 active. AID 720700, 2013. 1-phosphatidylinositol 4,5-bisphosphate phosphodiesterase gamma-1 (Homo sapiens), P19174. inhibition, % at 12.2 µM; in the data active = inhibition above about 9.5%
ssDAF-12 act – S. stercoralis DAF-12 nuclear receptor activators, primary screen, cell-based, luminescence, HEK293, GRIP1 co-expression, lit1-tk-luc; Nuclear hormone receptor DAF-12 (Strongyloides stercoralis); activation, % at 6.8 µM; 1% of 370,000 active; HEK293 ssDAF-12/GRIP1 lit1-tk-luc reporter; % of 3 µM dafachronic acid response;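 active = activation above the mean over all tested compounds plus 3 SD, cut at about 0.9% in these data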;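 note: 0% = DMSO-only wells and 100% = 3 µM delta7-dafachronic acid wells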
Starred values were filed as active, the others as inactive; . = no result given.

SMILES | DAX1 inh-1 | SMARCA2 activ | PLC-beta3 inh | hgDAF-12 ag | hcDAF-12 act | MBD2 inh | DAX1 inh-2 | Rev-erbA mod | ADAM17 inh | PLC-gamma1 inh | ssDAF-12 act
COc1cc(NC(=O)C2CCN(c3nnc(-n4cccc4)s3)CC2)cc(OC)c1 | . | -3.5 | -1.0 | 0.7 | 0.6 | -4.4 | 0.0 | 4.1 | 1.8 | 3.0 | -2.0
C=CC[C@@H](Cc1ccc(F)cc1)C(=O)OC[C@H]1CCCN1C(=O)[C@H](CC=C)CC(=O)N(CCO)Cc1ccccc1 | -1.8 | -4.1 | -3.2 | -0.8 | -0.3 | 2.2 | -1.1 | -0.8 | 1.4 | 1.2 | 0.0
CCCOC(=O)c1c(NC(=O)CCCn2nc([N+](=O)[O-])c(Cl)c2C)sc(C(=O)OC)c1C | 0.7 | -3.4 | 0.7 | 0.3 | -1.7 | 3.0 | -0.5 | 2.0 | -2.0 | 7.4 | -1.5
CC(=O)Nc1ccc(S(=O)(=O)NCCC(=O)Nc2ccc(C)c(Cl)c2)cc1 | -1.7 | 1.6 | 1.8 | 0.9 | -0.1 | -2.3 | -0.5 | -3.8 | 0.9 | 3.8 | -1.8
CN(C)S(=O)(=O)c1ccc(Cl)c(C(=O)Nc2ccc(S(=O)(=O)N3CCOCC3)cc2)c1 | -2.7 | -0.8 | -10.4 | -2.1 | -1.4 | -2.6 | -0.3 | -2.9 | -0.6 | 0.9 | -1.4
O=C(COc1ccc(F)cc1Br)N1CCN(c2ncccn2)CC1 | -0.5 | 1.5 | -5.8 | -1.5 | -2.2 | -1.6 | 0.5 | -0.2 | -4.6 | -7.3 | -2.0
COc1ccccc1NC(=O)Cn1cnc2sc(C(=O)Nc3ccc(OC)c(OC)c3)c(C)c2c1=O | 1.2 | -1.4 | -6.2 | -0.9 | -2.0 | -0.5 | 0.3 | 0.9 | -4.5 | 0.3 | -1.7
O=C1Nc2ccc3c(c2C1=Cc1cc2c(cc1Br)OCO2)OCO3 | 0.0 | -3.2 | -9.8 | 2.9 | 3.6 | -3.6 | -0.2 | 4.1 | -3.2 | -2.3 | 0.1
CSc1nc2c(c(=O)n1-c1ccc(C)cc1)SCC2 | 0.3 | 0.7 | 5.5 | 1.0 | -2.0 | -2.8 | 0.6 | 8.3 | 1.2 | 9.3 | -1.5
Cc1occc1C(=O)N/N=C/c1cccs1 | 1.3 | 6.1 | -0.1 | 10.0 | 0.3 | 0.3 | 2.5 | 0.5 | -3.1 | 2.6 | -0.1
CN(C(=O)COc1ccccc1)c1nc(-c2ccc(F)cc2)cs1 | -1.4 | 0.9 | 1.6 | -2.2 | -0.7 | 0.8 | -0.5 | -2.0 | -0.8 | 1.3 | -1.4
CC1CCCC(NC(=O)C2COc3ccccc3O2)C1C (stereo not drawn) | 0.4 | -3.2 | -1.3 | -0.6 | -0.2 | 6.6 | 0.6 | -2.9 | 0.4 | 4.1 | -0.6
CCC(=O)Nc1ccc(C(=O)CSc2nc3ccccc3[nH]2)cc1 | 0.6 | 1.3 | -4.2 | 0.4 | -0.1 | 2.9 | 0.1 | -3.4 | -3.4 | -4.1 | 0.3
Cc1ccc(N2C(=O)N(CC(=O)Nc3cc(Cl)ccc3C)C(=O)C2C)cc1 (stereo not drawn) | -0.6 | -0.8 | -8.5 | 1.7 | 1.1 | 5.2 | 1.6 | 6.7 | -1.0 | 4.4 | -0.6
COc1ccc(C2CC23N=C(c2ccccc2)OC3=O)cc1 (stereo not drawn) | 1.5 | -4.0 | -1.8 | 2.4 | -1.1 | 5.2 | -0.6 | 4.1 | -3.8 | -1.0 | -0.9
C=CCSc1nc2c(cc1C#N)CCC2 | -0.2 | -1.2 | 1.4 | 0.1 | 0.7 | 0.4 | -1.0 | 6.0 | -2.5 | 3.3 | -1.4
Cc1cccc2cc(CN(Cc3nnnn3Cc3ccccc3)C3CCCC3)c(=O)[nH]c12 | 0.3 | -1.5 | -53.1 | -0.3 | 1.4 | -8.1 | -0.7 | 1.7 | -11.3 | -34.3 | -1.2
CCCCNC(=O)c1ccc(Cc2cn(C)c3ccccc23)nc1 | . | -5.1 | -14.1 | 1.0 | 0.0 | 4.8 | -0.4 | -3.8 | -9.1 | -9.2 | -1.1
Cc1nn(-c2ccccc2)c(C)c1NC(=O)COC(=O)c1cc([N+](=O)[O-])ccc1NCCO | 0.9 | -1.2 | -7.9 | -1.4 | -2.1 | 1.2 | -1.8 | 0.5 | -0.7 | 2.5 | -1.3
CCCOC(=O)CSC1=C(C#N)C(c2ccccc2Cl)CC(=O)N1 (stereo not drawn) | 0.2 | -4.7 | -0.2 | 0.6 | -3.2 | 6.0 | -0.5 | -12.1 | 3.7 | 1.0 | -1.1
COCC(C)n1c(C)cc(C(=O)CSc2nnc(N)s2)c1C (stereo not drawn) | 1.0 | -0.1 | -3.0 | 7.5 | 0.8 | -4.7 | 0.0 | 0.0 | -7.2 | -5.4 | -0.7
CCCCc1nc(S(=O)(=O)c2ccc(Cl)cc2)c(N2CCOCC2)o1 | -0.4 | 4.6 | 3.5 | -0.2 | -1.6 | 1.3 | -0.8 | 8.9 | -1.1 | 1.8 | -1.4
O=C(Nc1nc2ccccc2s1)c1cc(-c2ccccc2)nn1-c1ccccc1 | 2.1 | 0.4 | -26.2 | 9.5 | 5.2 | 4.7 | 0.3 | -0.4 | -5.1 | -15.5 | -1.6
Cc1ccsc1/C=N/NC(=O)c1cc(-c2ccncc2)nc2ccccc12 | 0.1 | -1.1 | -11.7 | -2.5 | 2.1 | 1.7 | 0.8 | 2.8 | 4.3 | -4.2 | 0.3
CCN(CC)CCNC(=O)c1ccc(NC(=O)c2cc(-c3ccco3)nc3ccccc23)cc1 | 1.6 | -0.6 | -492.6 | 8.2 | 1.9 | 1.3 | 3.0 | -12.0 | -147.7 | -352.3 | 0.4
CN(C)C(=O)CN1C(=O)NC2(CCc3ccccc32)C1=O (stereo not drawn) | 0.7 | -1.6 | 0.8 | -0.2 | 1.0 | -3.0 | -1.1 | 1.6 | 1.1 | 0.1 | -1.1
O=C(Nc1cc(Cl)ccc1F)C1CCCN1S(=O)(=O)c1cccc2cccnc12 (stereo not drawn) | . | -3.2 | 2.9 | -1.5 | -3.8 | 1.5 | -1.5 | -1.1 | -2.6 | 2.8 | -2.0
CC(C)N1C2OC(C3OC4C(O3)N(C(C)C)S(=O)(=O)N4C(C)C)OC2N(C(C)C)S1(=O)=O (stereo not drawn) | 0.2 | -2.1 | -2.5 | 1.9 | 0.1 | 2.0 | -0.3 | 7.0 | -2.1 | -0.3 | -1.5
C#CCOCCOCCOCCNc1nc(N2CCN(C(=O)[C@H](CCCCN)n3cc(CCC(=O)O)nn3)CC2)nc(N2CCN(C(=O)[C@H](CCCCN)n3cc(CC(C)O)nn3)CC2)n1 (stereo partly drawn) | 0.4 | 0.2 | 0.4 | 2.0 | 0.0 | 6.2 | -0.5 | -7.4 | -5.6 | 0.1 | -1.2
Cc1ccccc1OCC1CN(CN2CCOCC2)C(=O)O1 (stereo not drawn) | 1.3 | 4.6 | 4.4 | -1.9 | -1.5 | -6.4 | -0.3 | 0.9 | 1.8 | 6.7 | -1.1
COC(=O)c1cn(C)c2ccc(S(=O)(=O)N3CCCCC3)cc2c1=O | 1.1 | 0.0 | 5.4 | -0.6 | -0.3 | 2.5 | 0.8 | 6.6 | 1.1 | 12.0* | -1.7
COc1ccc(-n2c(SCC(=O)Nc3ccc(Cl)cc3)nc(O)c(Cc3ccccc3)c2=O)cc1 | 0.0 | -0.7 | -9.9 | -0.1 | 0.7 | -0.4 | 2.2 | -0.1 | 4.4 | -6.2 | -0.3
COc1ccc(-c2csc(NC(=O)CN3C(=O)C4CC=CCC4C3=O)n2)cc1OC (stereo not drawn) | -0.7 | -2.2 | -18.9 | -2.6 | -0.7 | -1.8 | -2.2 | -4.0 | -4.0 | -5.9 | -0.5
O=C(CSc1nnc(-c2ccc(NS(=O)(=O)c3ccccc3)cc2)o1)NCC1CCCO1 (stereo not drawn) | 0.1 | -0.6 | 0.1 | -1.3 | -1.5 | -2.6 | -0.1 | -2.6 | 2.3 | 0.4 | -1.3
O=C(COC(=O)c1cc(S(=O)(=O)N2CCOCC2)cs1)c1ccccc1 | 1.8 | 1.3 | -1.1 | 2.1 | 0.1 | 0.0 | 0.2 | -4.5 | -0.3 | -4.0 | -1.5
O=C(O)COc1ccccc1/C=N/NC(=O)CSc1nc2ccccc2c(=O)n1-c1ccccc1 | 0.9 | -5.3 | -13.6 | -0.8 | 0.5 | 0.3 | 1.3 | 3.5 | -3.8 | -1.6 | -0.3
CCn1cc(Cl)c(C(=O)Nc2cc(C(=O)OC)cc(C(=O)OC)c2)n1 | -0.2 | -0.4 | 0.3 | 2.3 | 2.1 | -0.6 | -1.2 | -1.2 | -2.6 | 4.4 | -0.2
Cc1ccccc1Nc1nc(=O)c2cc([N+](=O)[O-])ccc2s1 | 1.0 | 3.6 | 3.5 | -1.2 | 1.8 | 0.2 | -0.6 | -3.2 | -0.7 | 3.8 | -1.4

An excerpt of these results, as a markdown table.
| compound | DAX1 inh-1 | SMARCA2 activ | PLC-beta3 inh | hgDAF-12 ag | hcDAF-12 act | MBD2 inh | DAX1 inh-2 | Rev-erbA mod | ADAM17 inh | PLC-gamma1 inh | ssDAF-12 act |
| --- | --- | --- | --- | --- | --- | --- | --- | --- | --- | --- | --- |
| CCn1cc(Cl)c(C(=O)Nc2cc(C(=O)OC)cc(C(=O)OC)c2)n1 | -0.2 | -0.4 | 0.3 | 2.3 | 2.1 | -0.6 | -1.2 | -1.2 | -2.6 | 4.4 | -0.2 |
| COc1ccc(-n2c(SCC(=O)Nc3ccc(Cl)cc3)nc(O)c(Cc3ccccc3)c2=O)cc1 | 0.0 | -0.7 | -9.9 | -0.1 | 0.7 | -0.4 | 2.2 | -0.1 | 4.4 | -6.2 | -0.3 |
| O=C(COC(=O)c1cc(S(=O)(=O)N2CCOCC2)cs1)c1ccccc1 | 1.8 | 1.3 | -1.1 | 2.1 | 0.1 | 0.0 | 0.2 | -4.5 | -0.3 | -4.0 | -1.5 |
| O=C(O)COc1ccccc1/C=N/NC(=O)CSc1nc2ccccc2c(=O)n1-c1ccccc1 | 0.9 | -5.3 | -13.6 | -0.8 | 0.5 | 0.3 | 1.3 | 3.5 | -3.8 | -1.6 | -0.3 |

Screening results (PubChem BioAssay)
